# Screening results (PubChem)
# SKN-1 inh = C. elegans SKN-1 inhibition. C. elegans VP596 Pgst-4::GFP/RFP ratio, acrylamide-induced, 24 h. inhibition, % at 21.8 µM. hit rate 0.49% among 360,000. AID 624304;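 active = interference check ratio from 0.5 to 1.5 plus GFP to RFP signal ratio inhibition reaching or exceeding a fixed threshold, cut at about 30% in these data, passing the limit was not always enough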; note: some compounds called inactive have numbers as strong as hits
# SUMO1-SIM PPI = modulators of human SUMO1-mediated protein-protein interactions; P63165; hit rate 0.33% among 360,000; AID 602429; inhibition, % at 20 µM; SUMO1 binding to a labelled peptide, TR-FRET, 1 h; in the data active = inhibition above about 37%
# DNMT1 block = DNMT1 (human) enzyme inhibition; P26358; DNMT1 molecular beacon, Hinp1I cleavage, fluorescence; inhibition (reported as % activation of signal), % at 10 µM; hit rate 0.83% among 360,000; in the data active = inhibition above about 50%
# NadD block = blocks S. aureus nicotinate mononucleotide adenylyltransferase; inhibition, % at 20 µM; hit rate 0.78% among 360,000; purified NadD enzyme, colorimetric absorbance read-out; in the data active = inhibition above about 26%; note: some compounds past the cut are filed as inactive
# LMPTP block = LMPTP (human) inhibition; P24666; hit rate 0.22% among 360,000; inhibition, % at 20 µM; recombinant LMPTP-A, OMFP fluorogenic substrate, fluorescence intensity;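 active = compounds that cut the enzyme signal by at least half of the control window in the single-dose screen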;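 note: plate controls were DMSO wells with enzyme plus substrate for no effect and substrate without enzyme for full effect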
# Target sequence (P24666 whole entry, looked up): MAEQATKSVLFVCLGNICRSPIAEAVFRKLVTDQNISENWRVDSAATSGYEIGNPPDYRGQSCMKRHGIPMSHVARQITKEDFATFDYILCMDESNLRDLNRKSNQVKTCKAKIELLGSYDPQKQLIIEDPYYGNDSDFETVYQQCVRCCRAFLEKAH
#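 material = LMPTP-A | quantity = 0.625 nM enzyme | reagent = OMFP substrate, 400 µM final | buffer or medium = Bis-Tris pH 6.0, DTT, detergent | detection = endpoint fluorescence intensity from OMFP dephosphorylation | dosing = single 20 µM dose | read-out basis = % inhibition relative to no-enzyme and uninhibited control wells | control set = no-enzyme and uninhibited controls | timing = 50 min at room temperature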
# STEP inh = STEP (human) phosphatase inhibition. recombinant STEP, OMFP fluorogenic substrate, fluorescence. hit rate 0.25% among 360,000. inhibition, % at 20 µM. P54829;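 active = inhibition at 20 µM, scaled per plate between control wells, above about 37%, limit read from the data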;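 note: 0% = DMSO with enzyme and substrate and 100% = substrate only without enzyme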
#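 System: isolated STEP enzyme; schedule: 20 min enzyme reaction at room temperature, protected from light; medium: Bis-Tris buffer pH 6.0, 2.5 mM DTT, 0.005% Tween 20; signal: fluorescence, 480/540 nm; dosing: single compound dose of 20 µM, 1% DMSO final; also added: OMFP substrate, 25 µM final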
# Scp-1 inhibitor = blocks human Scp-1 phosphatase activity; Q9GZU7; Recombinant Scp1, phosphopeptide, malachite green phosphate absorbance; inhibition, % at 20 µM; hit rate 0.88% among 340,000; AID 493091;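 active = inhibition above about 50% at 20 µM, limit read from the data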;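 note: plate controls were DMSO wells with enzyme for no effect and wells lacking enzyme for full effect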
#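 Test system: SCP-1 phosphatase catalytic domain, residues 76-261 | Compound dosing: One concentration, 20 µM, with 1.0% DMSO | Schedule: 45 min room-temperature reaction, 5 min colour, 30 min stabiliser | Detection: Absorbance at 630 nm | Read-out basis: % inhibition of SCP-1 phosphate liberation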
# Rpn11 inh = Rpn11 (human) deubiquitinase inhibition | O00487 | calls only at 20 µM | hit rate 0.59% among 360,000 | human 26S proteasome, Ub4-pepOG fluorescence polarization; 20S core pre-blocked with epoxomicin;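 active = inhibition at 20 µM, scaled to each plate's controls, above about 33%, limit read from the data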
# MT1-MMP act inh = MT1-MMP (human) activation inhibition; HT1080 RFP-PRO-GFP cells, GFP/RFP ratio fluorescence, overnight; percent of plate control window, DMSO zero; GFP/RFP ratio change, % at 20 µM; hit rate 0.061% among 360,000;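 active = GFP/RFP ratio change of at least 30% with cell ATP level not reduced by more than half and red fluorescence within 50% of control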; note: strong numbers were not always called active
#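 Assay system – RFP-PRO-GFP reporter HT1080 cells · Compound dosing – single dose of 20 µM compound, 1% DMSO final · Incubation – overnight compound exposure at 37 °C · Measure – GFP/RFP fluorescence ratio · Benchmarks – DMSO wells and RFP-L50D-GFP cells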
# CendR NRP1 mod = NRP-1/CendR interaction modulation; hit rate 0.85% among 360,000; inhibition, % at 25 µM; FAM-RPARPAR peptide binding to NRP-1, fluorescence polarization;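 active = inhibition or corrected inhibition above about 18%, plus a signal ratio from 0.5 to 1.5, limit read from the data, passing the limit was not always enough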; note: strong numbers were not always called active
# Target sequence (O14786 whole entry, looked up): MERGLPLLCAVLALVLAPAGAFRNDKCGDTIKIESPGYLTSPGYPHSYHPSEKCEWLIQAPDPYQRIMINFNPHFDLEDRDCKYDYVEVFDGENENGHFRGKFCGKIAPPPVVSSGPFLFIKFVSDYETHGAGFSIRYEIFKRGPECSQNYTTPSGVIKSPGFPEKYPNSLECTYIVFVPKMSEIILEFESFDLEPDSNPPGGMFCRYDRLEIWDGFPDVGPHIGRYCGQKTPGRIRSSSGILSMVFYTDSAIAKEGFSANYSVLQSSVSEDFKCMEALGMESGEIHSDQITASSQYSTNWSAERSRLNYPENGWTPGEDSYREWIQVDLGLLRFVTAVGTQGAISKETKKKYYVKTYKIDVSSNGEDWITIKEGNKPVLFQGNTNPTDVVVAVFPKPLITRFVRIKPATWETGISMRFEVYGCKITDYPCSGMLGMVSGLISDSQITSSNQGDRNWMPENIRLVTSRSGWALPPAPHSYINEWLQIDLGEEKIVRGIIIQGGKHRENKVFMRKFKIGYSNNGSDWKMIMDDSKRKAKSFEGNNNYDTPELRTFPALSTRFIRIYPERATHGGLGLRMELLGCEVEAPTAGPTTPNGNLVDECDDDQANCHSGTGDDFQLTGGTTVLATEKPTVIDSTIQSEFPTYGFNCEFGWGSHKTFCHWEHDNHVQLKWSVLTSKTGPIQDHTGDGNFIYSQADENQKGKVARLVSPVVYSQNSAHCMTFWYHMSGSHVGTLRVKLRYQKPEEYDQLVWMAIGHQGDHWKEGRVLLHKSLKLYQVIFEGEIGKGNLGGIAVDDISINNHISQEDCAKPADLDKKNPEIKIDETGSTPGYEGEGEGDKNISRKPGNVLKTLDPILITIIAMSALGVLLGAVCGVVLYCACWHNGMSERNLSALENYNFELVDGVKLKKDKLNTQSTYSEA
# Numbers without * were called inactive; i = inactive; / = not tested or not shown. Hits appear at their usual frequency; overall some 3.9% were active at least once.
SMILES,SKN-1 inh,SUMO1-SIM PPI,DNMT1 block,NadD block,LMPTP block,STEP inh,Scp-1 inhibitor,Rpn11 inh,MT1-MMP act inh,CendR NRP1 mod
CCOC(=O)c1sc(=S)n(-c2ccc(C)cc2)c1N,8,-19,-2,1,-0.3,11,-12,i,-10,11
CCN(CC)S(=O)(=O)c1ccc(N2CCOCC2)c(NS(=O)(=O)c2cc(C(C)(C)C)ccc2C)c1,10,0,-1,-6,2.3,4,-8,i,-24,17
CC(C)CNC(=S)NNC(=O)c1csc2ccccc12,11,-1,6,-4,0.9,-5,-4,i,8,-12
COc1ccc(C)cc1NC(=O)C(OC(=O)Cn1cnc2c1c(=O)n(C)c(=O)n2C)c1ccccc1 (stereo not given),-12,5,-1,0,-2.0,2,-7,i,-1,2
Cc1ccc(S(=O)(=O)N2CCOCC2)cc1NC(=O)COC(=O)c1cnc(Cl)c(Cl)c1,1,3,-3,0,-0.4,3,-3,i,-1,-8
Nc1nc(Nc2ccc(Cl)cc2)nc(NCCO)c1[N+](=O)[O-],5,-13,-4,5,-1.0,-1,-4,i,0,-1
COc1ccc(N2CCN(CCOc3ccc4c(C)cc(=O)oc4c3)CC2)cc1,7,7,5,-7,-1.5,-4,-11,i,2,-1
CCc1nc2c(c(SC)nn2-c2ccccc2)c(N)c1C(=O)OC,-3,6,-3,-2,-0.7,-8,2,i,0,-3
CCCCc1cc(=O)oc2cc(C)cc(OCC(=O)N3C[C@H]4C[C@@H](C3)c3cccc(=O)n3C4)c12,1,5,-1,4,2.0,-1,-7,i,-5,1
O=C(CCCCl)NC(=S)Nc1cc(C(F)(F)F)ccc1N1CCOCC1,8,0,3,-4,1.5,-4,-5,i,-9,11
CCn1c(Cc2ccccc2)nnc1SCC(=O)Nc1ccccc1O,-3,0,-12,1,4.4,3,3,i,4,0
Cc1cccc(-n2c(CNC(=O)c3cccc([N+](=O)[O-])c3C)n[nH]c2=S)c1,19,-3,-1,-4,-0.3,1,8,i,0,10
Cc1cccc(-c2cccc(NC(=O)C3CCCN(C(=O)c4csc(C)n4)C3)c2)c1 (stereo not given),24,5,-3,-3,0.8,0,3,i,2,11
CC1(C(=O)NS(=O)(=O)C2CC2)CCCN(C(=O)c2ccccc2)C1 (stereo not given),12,-2,-1,-2,-1.6,1,/,i,2,2
COc1cc2c(cc1OC)C(=S)NC1(CCCC1)C2,5,3,2,-2,1.8,1,15,i,-7,0
Cc1ccc(N2C(=O)CC(NNC(=O)c3cccc(S(=O)(=O)N4CCCC4)c3)C2=O)cc1 (stereo not given),-2,1,4,-3,-0.1,1,-3,i,-7,-5
O=C(CSc1nc2ccc(NC(=O)c3ccccc3C(=O)O)cc2s1)Nc1ccc(F)c([N+](=O)[O-])c1,-2,-18,-3,15,2.3,-1,9,i,-3,-18
CN(C)c1ccc(/C=N/NC(=O)C(O)(c2ccccc2)c2ccccc2)o1,2,-4,-11,2,-1.2,0,-4,i,-1,-33
Cc1ccccc1OCC(=O)Nc1nnc(C2CC2)s1,8,7,1,5,-0.6,-5,-8,i,3,6
CN(CCc1ccccn1)C(=O)CC1C(=O)NCCN1Cc1ccc(-c2ccccc2)cc1 (stereo not given),3,-7,-4,-4,-1.1,-2,-5,i,8,-5
COC(C(=O)Nc1ccnn1C1CCN(Cc2cnn(C)c2)CC1)c1ccccc1 (stereo not given),9,0,2,-8,-3.3,-2,-11,i,1,3
Cc1c(NC(=O)c2c(F)c(F)c(F)c(F)c2F)c(=O)n(-c2ccccc2)n1C,18,7,0,-2,-2.0,2,-4,i,-4,1
COC(=O)c1cc(S(=O)(=O)N2c3ccccc3CC2C)c[nH]1 (stereo not given),10,-2,0,-1,0.3,1,-7,i,1,8
C=CCn1c(SCC(=O)NC(=O)NCc2ccco2)nc2sc(CC)cc2c1=O,33,3,62*,-1,10,3,39,i,-4,-6
Nc1cc2c(cc1Cl)-c1ccc([N+](=O)[O-])cc1C2=NO,-2,-23,-6,16,17,-6,-8,i,-128,-123

# 14 neighbouring entries from above:
SMILES,SKN-1 inh,SUMO1-SIM PPI,DNMT1 block,NadD block,LMPTP block,STEP inh,Scp-1 inhibitor,Rpn11 inh,MT1-MMP act inh,CendR NRP1 mod
Cc1cccc(-n2c(CNC(=O)c3cccc([N+](=O)[O-])c3C)n[nH]c2=S)c1,19,-3,-1,-4,-0.3,1,8,i,0,10
Cc1cccc(-c2cccc(NC(=O)C3CCCN(C(=O)c4csc(C)n4)C3)c2)c1 (stereo not given),24,5,-3,-3,0.8,0,3,i,2,11
CC1(C(=O)NS(=O)(=O)C2CC2)CCCN(C(=O)c2ccccc2)C1 (stereo not given),12,-2,-1,-2,-1.6,1,/,i,2,2
COc1cc2c(cc1OC)C(=S)NC1(CCCC1)C2,5,3,2,-2,1.8,1,15,i,-7,0
Cc1ccc(N2C(=O)CC(NNC(=O)c3cccc(S(=O)(=O)N4CCCC4)c3)C2=O)cc1 (stereo not given),-2,1,4,-3,-0.1,1,-3,i,-7,-5
O=C(CSc1nc2ccc(NC(=O)c3ccccc3C(=O)O)cc2s1)Nc1ccc(F)c([N+](=O)[O-])c1,-2,-18,-3,15,2.3,-1,9,i,-3,-18
CN(C)c1ccc(/C=N/NC(=O)C(O)(c2ccccc2)c2ccccc2)o1,2,-4,-11,2,-1.2,0,-4,i,-1,-33
Cc1ccccc1OCC(=O)Nc1nnc(C2CC2)s1,8,7,1,5,-0.6,-5,-8,i,3,6
CN(CCc1ccccn1)C(=O)CC1C(=O)NCCN1Cc1ccc(-c2ccccc2)cc1 (stereo not given),3,-7,-4,-4,-1.1,-2,-5,i,8,-5
COC(C(=O)Nc1ccnn1C1CCN(Cc2cnn(C)c2)CC1)c1ccccc1 (stereo not given),9,0,2,-8,-3.3,-2,-11,i,1,3
Cc1c(NC(=O)c2c(F)c(F)c(F)c(F)c2F)c(=O)n(-c2ccccc2)n1C,18,7,0,-2,-2.0,2,-4,i,-4,1
COC(=O)c1cc(S(=O)(=O)N2c3ccccc3CC2C)c[nH]1 (stereo not given),10,-2,0,-1,0.3,1,-7,i,1,8
C=CCn1c(SCC(=O)NC(=O)NCc2ccco2)nc2sc(CC)cc2c1=O,33,3,62*,-1,10,3,39,i,-4,-6
Nc1cc2c(cc1Cl)-c1ccc([N+](=O)[O-])cc1C2=NO,-2,-23,-6,16,17,-6,-8,i,-128,-123

# Arranged by formula weight (rising): some entries from above.
SMILES,SKN-1 inh,SUMO1-SIM PPI,DNMT1 block,NadD block,LMPTP block,STEP inh,Scp-1 inhibitor,Rpn11 inh,MT1-MMP act inh,CendR NRP1 mod
COc1cc2c(cc1OC)C(=S)NC1(CCCC1)C2,5,3,2,-2,1.8,1,15,i,-7,0
CCn1c(Cc2ccccc2)nnc1SCC(=O)Nc1ccccc1O,-3,0,-12,1,4.4,3,3,i,4,0
CCCCc1cc(=O)oc2cc(C)cc(OCC(=O)N3C[C@H]4C[C@@H](C3)c3cccc(=O)n3C4)c12,1,5,-1,4,2.0,-1,-7,i,-5,1

# (list continues)
SMILES,SKN-1 inh,SUMO1-SIM PPI,DNMT1 block,NadD block,LMPTP block,STEP inh,Scp-1 inhibitor,Rpn11 inh,MT1-MMP act inh,CendR NRP1 mod
CCOc1ccc(N=Cc2ccc([N+](=O)[O-])cc2)c(O)c1,21,-40,-13,-5,0.3,3,/,i,2,-3
Nc1nc(SCC(=O)Nc2cc(Cl)ccc2Cl)n[nH]1,-5,26,11,-1,0.0,-3,1,i,/,0
CCCNC(=O)C1CN(S(=O)(=O)c2ccccc2)CCN1S(=O)(=O)c1ccccc1 (stereo not given),-6,-1,0,1,-1.9,-4,1,i,1,-5
CC(=O)CCc1ccc(Oc2nc(-c3cccnc3)nc3ccccc23)cc1,10,0,-19,-6,9.0,4,0,i,-15,-20
COc1cccc(CN2CCNC(=O)C2CC(=O)NCCn2cccn2)c1OC (stereo not given),1,-2,0,2,-1.6,3,-4,i,-1,-11
CC(C)n1c(=NC(=O)c2ccco2)c(C#N)cc2c(=O)n3ccccc3cc21,-5,-12,1,6,2.4,7,-1,i,-7,-20
CCOC(=O)n1c(=O)n(Cc2ccccc2Cl)c2ccccc21,-9,-2,1,7,0.8,1,-5,i,1,-3
COc1ccccc1C(O)(C(=O)NNc1cccc(C)c1)c1ccccc1OC,7,-1,-2,-2,-0.8,0,-5,i,-1,1
CCn1c(C)nnc1SCC(=O)Nc1ccc(OC)cc1,7,1,3,6,-0.8,0,/,i,0,6
Cc1cccc(N(C(=O)c2csnn2)C(C(=O)NCc2ccccc2)c2cccs2)c1 (stereo not given),14,9,1,-2,-1.1,3,-8,i,1,8
COc1ccc(C(=O)Nc2ccc(C(=O)c3ccccc3)cc2)cc1,6,-1,11,-8,0.4,-2,-18,i,-8,3
Cc1nn(CCO)c2nc(-c3cccs3)cc(C(F)(F)F)c12,-5,-10,60*,-2,0.4,-1,2,i,-5,-2
O=[N+]([O-])c1ccc(OCCCOc2cccc3cccnc23)cc1,18,-22,-5,-1,0.2,2,3,i,1,3
O=C(C1CCCO1)N1CCN(S(=O)(=O)c2cccc3nsnc23)CC1 (stereo not given),-2,-22,1,0,0.4,-2,-6,i,-2,-5
COc1ccc(CNC(=O)CCc2nnc3ccc(N4CCC5(CC4)OCCO5)nn23)cc1,-8,-1,3,-5,-1.2,1,-3,i,1,4
CC(=O)c1ccccc1NC(=O)C1CC(=O)N(c2ccc3c(c2)OCCO3)C1 (stereo not given),-12,4,29,25,-0.6,3,0,i,-5,14
CC(C)(C)C(=O)c1c(N)[nH]c(C(=O)c2ccccc2)c1-c1ccc(F)cc1,-2,6,/,7,-0.2,/,/,/,2,-24
Cc1cc(OCC(=O)N2CCN(c3ccccc3)CC2)c2c(C)cc(=O)oc2c1,12,10,15,5,0.0,0,-5,i,-2,3
CCOC(=O)C1=C(CC)Nc2ccccc2N/C1=N\S(=O)(=O)c1cccc(C(C)=O)c1,2,7,-3,0,-1.3,-5,-6,i,-1,6
CCOC(=O)C1(CC2CCCCO2)CCN(Cc2nccn2-c2ccc(OC)cc2)CC1 (stereo not given),3,-3,-1,-4,0.1,-1,-3,i,-3,-1
O=C(O)c1cc2cc(Cl)ccc2oc1=O,7,-12,-3,-7,-0.9,0,-4,i,-7,4
O=C(COc1ccccc1/C=C1/NC(=O)NC1=O)Nc1ccccc1,-1,-6,1,9,-2.1,0,4,i,-2,10
COc1ccc(-c2cc(C(=O)N(C)Cc3ccc(OC)c(OC)c3OC)c3ccccc3n2)cc1OC,5,-87,-8,6,-8.2,-4,-11,i,-6,13
